# hERG WT inh – qHTS for Inhibitors of KCHN2 3.1: Wildtype qHTS. 340,000 tested, 0.37% active. activity change, % at 1.84 µM. Voltage-gated inwardly rectifying potassium channel KCNH2 (Homo sapiens), Q12809. U2OS, BacMam KCNH2, thallium flux FluxOr; stronger effect = lower value. AID 720551, 2013;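 active means maximum activity change below -70%; inconclusive means maximum activity change between -70% and -50%; inactive means maximum activity change above -50%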
# Target sequence (Q12809 whole entry, looked up): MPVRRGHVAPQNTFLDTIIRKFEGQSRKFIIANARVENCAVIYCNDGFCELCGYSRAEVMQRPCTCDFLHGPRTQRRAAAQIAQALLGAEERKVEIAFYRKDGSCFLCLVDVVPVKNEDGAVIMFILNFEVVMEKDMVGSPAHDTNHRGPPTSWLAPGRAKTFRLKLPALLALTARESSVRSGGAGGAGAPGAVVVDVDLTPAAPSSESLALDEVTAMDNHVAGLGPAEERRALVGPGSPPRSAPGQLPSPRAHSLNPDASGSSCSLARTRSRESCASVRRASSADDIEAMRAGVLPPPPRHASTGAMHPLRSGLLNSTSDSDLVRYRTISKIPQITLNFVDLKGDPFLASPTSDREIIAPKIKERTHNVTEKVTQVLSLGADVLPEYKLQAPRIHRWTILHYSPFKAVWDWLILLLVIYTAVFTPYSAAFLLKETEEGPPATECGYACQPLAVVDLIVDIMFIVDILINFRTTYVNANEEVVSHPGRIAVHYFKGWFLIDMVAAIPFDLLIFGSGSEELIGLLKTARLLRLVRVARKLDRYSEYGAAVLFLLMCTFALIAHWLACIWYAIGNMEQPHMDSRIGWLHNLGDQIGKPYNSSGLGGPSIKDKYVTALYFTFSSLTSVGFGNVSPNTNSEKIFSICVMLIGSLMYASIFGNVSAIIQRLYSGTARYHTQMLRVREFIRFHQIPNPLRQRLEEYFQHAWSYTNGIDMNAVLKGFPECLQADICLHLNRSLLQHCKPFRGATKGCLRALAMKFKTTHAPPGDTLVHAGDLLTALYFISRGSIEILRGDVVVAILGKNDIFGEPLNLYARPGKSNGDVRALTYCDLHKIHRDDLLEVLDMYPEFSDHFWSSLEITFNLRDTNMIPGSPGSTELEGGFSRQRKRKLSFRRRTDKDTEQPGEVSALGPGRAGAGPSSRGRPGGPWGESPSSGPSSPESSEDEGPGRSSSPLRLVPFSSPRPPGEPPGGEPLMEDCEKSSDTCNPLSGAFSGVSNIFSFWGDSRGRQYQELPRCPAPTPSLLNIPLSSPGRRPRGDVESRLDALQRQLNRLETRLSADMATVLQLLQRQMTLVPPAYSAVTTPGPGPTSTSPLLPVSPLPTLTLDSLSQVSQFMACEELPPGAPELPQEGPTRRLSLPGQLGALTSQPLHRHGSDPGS
#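 U2OS cells transduced with wild-type KCNH2 virus are loaded with FluxOr dye for 45 min, and thallium flux is measured in kinetic reads before and after stimulation buffer. Rate constants are normalized to DMSO controls.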
# KCNH2 3.1 block – qHTS for Inhibitors of KCHN2 3.1: Mutant qHTS; AID 720553, 2013; activity change, % (tested at about 1.8 µM); 340,000 tested, 0.95% active; U2OS KCNH2 3.1, thallium flux FluxOr; stronger effect = lower value;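 active means maximum activity change below -70%; inconclusive means maximum activity change from -70% to -50%; inactive means maximum activity change above -50%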;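 further: thallium influx rate constant from kinetic fluorescence after stimulation buffer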
#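 FluxOr-based Tl+ influx in U2OS cells transduced with KCNH2 3.1 virus; rate constants normalized to DMSO controls.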
# * marks the source's active call; other numbers are inactive results; ? = inconclusive. On the % scale 0 is the no-effect control and ±100 the full control effect. A portion of the library, so the mix of outcomes need not match the whole.
(1) CC(C)(C)OC(=O)NCCCCCNC(=O)c1ncn2c1c(=O)[nH]c1ccccc12
(2) Cc1ccc(NC(=O)c2nc[nH]c2C(=O)N(C)CCO)cc1
(3) COCCN(C(=O)COC(=O)Cc1ccc(Cl)cc1)c1c(N)n(Cc2ccccc2)c(=O)[nH]c1=O
(4) COc1ccc(S(=O)(=O)Nc2ccc3c(c2)C(=O)N([C@H](C)CO)C[C@H](C)[C@@H](CN(C)Cc2ccncc2)OCCCC[C@@H](C)O3)cc1
(5) Clc1ccc(-c2nc(CSc3ccccn3)cs2)cc1
(6) Cc1cc(OCC(=O)Nc2c(C(C)C)cccc2C(C)C)no1
(7) COc1ccc(-c2c(C)nn3c(C(F)(F)F)cc(C)nc23)cc1
(8) Nc1ccn([C@@H]2O[C@H](CNCc3cnc(N4CCOCC4)nc3)[C@@H](O)[C@H]2O)c(=O)n1
(9) CCOc1ccccc1-n1nnnc1SCC(=O)N(C)C1CCS(=O)(=O)C1 (stereo not given)
(10) CCN(CC)C(=O)C1=C(C)N(Cc2ccc(F)cc2)C(=O)C(CC(=O)NCCCCc2ccccc2)C1 (stereo not given)

Assay by compound,1,2,3,4,5,6,7,8,9,10
hERG WT inh,-6,6,-1,-2,1,-1,10,4,4,-5
KCNH2 3.1 block,2,32,15,11,-4,-9,-11,4,3,-6

(11) Cc1ccc(NC(=S)/C(C#N)=C2/Nc3ccccc3S2)cc1
(12) CCCCn1c(N)c(N(CC(C)C)C(=O)CC(NC(=O)c2ccccc2Cl)c2ccccc2)c(=O)[nH]c1=O (stereo not given)
(13) CSc1ncnc2c1ncn2CCCN1CCN(Cc2c(C)cc(C)cc2C)CC1
(14) Cc1cn([C@H]2C[C@H](O)[C@@H](CNCc3cnc(N4CCOCC4)nc3)O2)c(=O)[nH]c1=O
(15) C[C@H](CO)N1C[C@H](C)[C@@H](CN(C)C(=O)Nc2ccc(N3CCN(C)CC3)cc2)OCc2cnnn2CCCC1=O
(16) C[C@H](CO)N1C[C@H](C)[C@@H](CN(C)Cc2cccnc2)Oc2cc(-c3cccnc3)ccc2S1(=O)=O
(17) Cc1ccc(Cc2c(-c3ccc(Cl)cc3)nc3cc(C)ccn23)cc1
(18) O=C(NC1CC1)c1ccccc1
(19) O=C1CC(=O)Nc2ccccc2N1
(20) CCN1C(=O)C(=CC=CN(C)c2ccccc2)SC1=S

Assay by compound,11,12,13,14,15,16,17,18,19,20
hERG WT inh,-11,-10,-3,-2,7,0,4,-4,-3,-72*
KCNH2 3.1 block,-2,7,-33,-1,-12,16,-11,3,7,-46

(21) Cc1cc(C)cc(NC(=O)C2CCCCN2S(=O)(=O)c2ccccc2)c1 (stereo not given)
(22) CNS(=O)(=O)c1ccc2c(c1)[nH]c(=S)n2C
(23) CSc1ncnc2c1ncn2CCCN(C)Cc1ccco1
(24) O=C(COC(=O)Cc1ccc(Cl)c(Cl)c1)NCCc1ccccc1
(25) CCCCN1C(=O)C(CC(=O)NCCN2CCOCC2)CC(C(=O)N(CC)CC)=C1C (stereo not given)
(26) O=C(C[C@H]1C[C@@H]2c3cc(NC(=O)C4CCC4)ccc3O[C@@H]2[C@H](CO)O1)NC1CCCCC1
(27) O=C1CN(C(=O)CN2CCN(S(=O)(=O)c3ccccc3F)CC2)c2ccccc2N1
(28) Cc1ccccc1NC(=O)Cc1nc(COC(=O)CSc2ccc(F)cc2)cs1
(29) Cc1ccc(-n2ncc3c(=O)n(-c4cccc(C)c4)c(=O)[nH]c32)cc1
(30) C[C@@H]1CCCCO[C@@H](CN(C)C(=O)Cc2ccccc2)[C@@H](C)CN([C@H](C)CO)C(=O)c2cc(NC(=O)C3CCCCC3)ccc2O1

Assay by compound,21,22,23,24,25,26,27,28,29,30
hERG WT inh,4,8,-4,5,3,-23,2,4,2,-11
KCNH2 3.1 block,-14,10,-3,16,3,-25,4,-2,0,-44

(31) O=C(NCCc1cn2cccnc2n1)C1CCC(=O)N(Cc2ccccc2F)C1 (stereo not given)
(32) C[C@@H]1CN([C@@H](C)CO)C(=O)CCCn2cc(nn2)CO[C@H]1CN(C)S(=O)(=O)c1cccs1
(33) C[C@@H]1CN([C@@H](C)CO)C(=O)CCCn2nncc2CO[C@H]1CN(C)C(=O)Nc1cccc(Oc2ccccn2)c1
(34) COc1ccc(S(=O)(=O)N(C)[C@H]2C[C@H]3c4cc(Oc5ccccc5C)ccc4CCN3C(=O)[C@H]2[C@H](C)O)cc1
(35) Cc1ccc(C(=O)NCC(=O)OCc2nnc(-c3ccc([N+](=O)[O-])cc3)o2)cc1
(36) CC1(C)CC(=O)C=C(c2n[nH]nc2-c2ccc(F)c(F)c2)C1
(37) COc1cc(N(C(C)=O)c2ccc(O)cc2)c2ncccc2c1
(38) C[C@@H]1CN([C@@H](C)CO)C(=O)CCCn2nncc2CO[C@H]1CN(C)C(=O)Nc1ccccc1C(F)(F)F
(39) CC(C)CC1C(=O)N(Cc2cn(CCC3OCCO3)nn2)CCS(=O)(=O)N1Cc1ccc(-c2ccncc2)cc1 (stereo not given)
(40) Cc1ccccc1NC(=O)Cc1nc(COC(=O)/C=C/c2ccc(F)cc2)cs1

Assay by compound,31,32,33,34,35,36,37,38,39,40
hERG WT inh,7,-10,3,4,6,-2,4,-4,9,2
KCNH2 3.1 block,-6,6,11,8,5,3,3,5,-1,6

(41) Cc1ccc(S(=O)ONc2cccc(NOS(=O)c3ccc(C)cc3)c2)cc1 (stereo not given)
(42) CN(C(=O)COC(=O)CSc1ccccc1)c1c(N)n(Cc2ccccc2)c(=O)[nH]c1=O
(43) N#Cc1cnc(=S)n(-c2cc(C(F)(F)F)cc(C(F)(F)F)c2)c1N
(44) COc1ccc(NC(=O)C[C@H]2C(=O)N(CCc3ccccc3)C[C@@H]2c2ccc(OC)cc2)cc1
(45) Cc1ccc(CN(C)C[C@@H]2OCc3cnnn3CCCC(=O)N([C@@H](C)CO)C[C@H]2C)cc1
(46) COc1ccc(NC(=O)Cc2csc(NC(=O)Nc3ccccc3OC)n2)cc1
(47) O=C1C=C(N2CCOCC2)c2cccc3cccc1c23
(48) CC(=O)Nc1cccc(NC(=O)NC2CC(=O)N(c3ccc4c(c3)OCCO4)C2)c1 (stereo not given)
(49) C[C@H](O)C#Cc1cnc2c(c1)C(=O)N([C@H](C)CO)C[C@@H](C)[C@@H](CN(C)Cc1ccc(-c3ccccc3)cc1)O2
(50) O=c1[nH]c(CN2CCCCC2)ccc1O

Assay by compound,41,42,43,44,45,46,47,48,49,50
hERG WT inh,-17,0,-4,2,6,4,-1,15,6,1
KCNH2 3.1 block,-12,-2,0,-10,-8,3,29,1,1,12

(51) Cc1ccc(-n2c(SCC(=O)NC3CCS(=O)(=O)C3)nc3ccccc3c2=O)c(C)c1 (stereo not given)
(52) CC(=O)NC(=Cc1ccccc1)C(=O)N1CCCC1C(=O)O (stereo not given)
(53) CC#CCOCC1CN(C)C(=O)O1 (stereo not given)
(54) CCCN(CC(=O)Nc1ccccc1OC)C(=O)CN1C(=O)NC(C)(C)C1=O
(55) COc1ccccc1C(=O)C1CCCN(C(=O)c2ccc(Cl)cc2)C1 (stereo not given)
(56) CCc1ccc(/C=C2\SC(=S)N(CCCC(=O)N3CCN(C)CC3)C2=O)cc1
(57) COc1cc2nc3n(c(=O)c2cc1OC)-c1cc2ccccc2cc1C(=O)NC3CC(C)C (stereo not given)
(58) COc1cccc(Nc2nc3cc(C)ccc3cc2C)c1
(59) Cc1ccccc1SCC(=O)NCC1(N2CCCCC2)CCCCC1
(60) C[C@H]1CN([C@@H](C)CO)C(=O)CCCn2nncc2CO[C@@H]1CN(C)Cc1cccc(O)c1

Assay by compound,51,52,53,54,55,56,57,58,59,60
hERG WT inh,12,-5,-2,-12,-22,6,-19,19,3,9
KCNH2 3.1 block,1,8,6,8,-4,-10,5,23,-8,13

(61) O=C(O)C1C2CCC(O2)C1C(=O)Nc1ccc(Br)cc1F (stereo not given)
(62) Nn1c(SCC(=O)NC2CCCCCC2)nnc1-c1ccco1
(63) COc1cccc(C(=O)N2CCN(Cc3nc(-c4ccoc4)oc3C)CC2)c1
(64) CC1=C(C(=O)N(C)C)CC(CC(=O)NC2CC2)C(=O)N1Cc1ccccc1 (stereo not given)
(65) COc1ccc(C#CC2=CC(=O)CC(C)(C)C2)cc1
(66) C[C@@H]1CNC(=O)c2c(C(=O)NCC(=O)OC(C)(C)C)ncn21
(67) CCOc1ccccc1NCN1C(=O)c2ccccc2C1=O
(68) COCCN(C(=O)COC(=O)C1CC(=O)N(c2ccc(C)cc2)C1)c1c(N)n(Cc2ccccc2)c(=O)[nH]c1=O (stereo not given)
(69) O=C(NCc1ccc(F)cc1)N1[C@H]2CC[C@@H]1C=C(c1ccc(F)cc1OCc1ccccc1)C2
(70) COc1ccc(NC(=O)COc2ccccc2C(N)=O)cc1S(=O)(=O)N1CCCCC1

Assay by compound,61,62,63,64,65,66,67,68,69,70
hERG WT inh,7,-3,2,-17,-1,4,5,-5,-8,-7
KCNH2 3.1 block,7,0,12,7,1,-12,-12,-2,-16,-3

(71) CCC[C@H]1CN(c2ccc(Br)cc2)C(=O)[C@@H]1CC(=O)Nc1ccc(OC)cc1
(72) C[C@H](O)[C@@H]1C(=O)N2CCc3ccc(-c4ccccc4)cc3[C@@H]2C[C@@H]1N(C)C(=S)Nc1ccc(F)cc1
(73) Cc1c(-c2ccccc2)n(O)c(-c2ccc(N(C)C)cc2)[n+]1[O-]
(74) Cc1ccc(CN2CCC[C@]3(N[C@H](c4ccc(C(F)(F)F)cc4)[C@@H]4C(=O)N(C)C(=O)[C@@H]43)C2=O)cc1
(75) CCCCCC(=O)N1C[C@@H](O)[C@H](n2cc(-c3ccc(F)cc3)nn2)C[C@@H]1c1ccccc1
(76) CCN(CC)C(=O)C1=C(C)N(CCCOC)C(=O)C(CC(=O)NC2CCCC2)C1 (stereo not given)
(77) C[C@H](O)CNC(=O)c1[nH]cnc1C(=O)Nc1ccc(CNC(=O)OC(C)(C)C)cc1
(78) C[C@H](CO)N1C[C@H](C)[C@@H](CN(C)Cc2cncnc2)Oc2cc(Br)ccc2S1(=O)=O
(79) O=C(O)Cn1ccc2cc(S(=O)(=O)N3CCCCC3)ccc21
(80) COc1cccc(NC(=O)N(C)C[C@H]2Oc3ncc(Br)cc3C(=O)N([C@H](C)CO)C[C@H]2C)c1

Assay by compound,71,72,73,74,75,76,77,78,79,80
hERG WT inh,0,2,-17,-5,-14,5,-15,0,-5,0
KCNH2 3.1 block,-17,4,-13,8,-1,-13,-14,9,-4,3

# Single records, as listed above.
# C[C@H](CO)N1C[C@H](C)[C@@H](CN(C)Cc2cncnc2)Oc2cc(Br)ccc2S1(=O)=O in the list: hERG WT inh = 0; KCNH2 3.1 block = 9
# C[C@H](O)[C@@H]1C(=O)N2CCc3ccc(-c4ccccc4)cc3[C@@H]2C[C@@H]1N(C)C(=S)Nc1ccc(F)cc1 in the list: hERG WT inh = 2; KCNH2 3.1 block = 4
# CCN(CC)C(=O)C1=C(C)N(CCCOC)C(=O)C(CC(=O)NC2CCCC2)C1 (stereo not given) in the list: hERG WT inh = 5; KCNH2 3.1 block = -13

# (continued)
(81) CCOC(=O)c1c(C)[nH]c(/C(C)=N/NC(=O)c2cccnc2)c1C
(82) CCCCCC(=O)N1C[C@@H](O)[C@H](n2cc(C3CC3)nn2)C[C@@H]1c1ccc(Cl)cc1
(83) CC(C)OC(=O)N(C)C[C@@H]1OCc2cnnn2CCCC(=O)N([C@H](C)CO)C[C@H]1C
(84) COc1ccccc1CNC(=O)C(=O)NCC1CCCN1S(=O)(=O)c1cc(C)ccc1C (stereo not given)
(85) C[C@H](O)[C@@H]1CN2CCc3c([nH]c4ccccc34)[C@@H]2C[C@@H]1N(C)Cc1cc(Cl)cc(Cl)c1
(86) CC(=O)c1ccc(N2CCN(C(=O)CNC(=O)c3ccc(Br)o3)CC2)cc1
(87) CCN(CC)C(=O)C1=C(C)N(CCCOC)C(=O)C(CC(=O)NCCN2CCOCC2)C1 (stereo not given)
(88) CC1C(=O)N(Cc2cn(CC3CCCCC3)nn2)CCS(=O)(=O)N1Cc1ccc(-c2cccc(N(C)C)c2)cc1 (stereo not given)
(89) CCOc1ccc(C(=O)CCC(=O)NN2CCCCC2)cc1
(90) C/C=C/c1cnc2c(c1)C(=O)N([C@@H](C)CO)C[C@H](C)[C@@H](CN(C)S(=O)(=O)c1ccc(C)cc1)O2
(91) O=C(Cc1c(Cl)cccc1Cl)OCC(=O)c1ccc[nH]1
(92) O=C(NC(=S)Nc1cc(Cl)ccc1Cl)c1ccco1
(93) COc1ccc(S(=O)(=O)N2CCC(C(=O)N[C@@H](C)C(=O)NCc3cccnc3)CC2)cc1

Assay by compound,81,82,83,84,85,86,87,88,89,90,91,92,93
hERG WT inh,3,7,-26,8,-31,15,-5,-6,-24,7,-6,-18,-3
KCNH2 3.1 block,6,-24,5,-8,?,7,5,-6,15,-6,2,12,16

# Screening results from PubChem.
